# GCN5L2 inh: inhibitors of human GCN5L2 histone acetyltransferase. GCN5L2 HAT assay, ThioGlo1 CoA-SH fluorescence. AID 504327. Potency, µM (doses to about 58.9 µM), for inactives: top-dose activity change, negative = inhibition, actives largely listed as inhibitors. 390,000 compounds, 0.21% hits. Q92830
# Target sequence (Q92830 whole entry, looked up): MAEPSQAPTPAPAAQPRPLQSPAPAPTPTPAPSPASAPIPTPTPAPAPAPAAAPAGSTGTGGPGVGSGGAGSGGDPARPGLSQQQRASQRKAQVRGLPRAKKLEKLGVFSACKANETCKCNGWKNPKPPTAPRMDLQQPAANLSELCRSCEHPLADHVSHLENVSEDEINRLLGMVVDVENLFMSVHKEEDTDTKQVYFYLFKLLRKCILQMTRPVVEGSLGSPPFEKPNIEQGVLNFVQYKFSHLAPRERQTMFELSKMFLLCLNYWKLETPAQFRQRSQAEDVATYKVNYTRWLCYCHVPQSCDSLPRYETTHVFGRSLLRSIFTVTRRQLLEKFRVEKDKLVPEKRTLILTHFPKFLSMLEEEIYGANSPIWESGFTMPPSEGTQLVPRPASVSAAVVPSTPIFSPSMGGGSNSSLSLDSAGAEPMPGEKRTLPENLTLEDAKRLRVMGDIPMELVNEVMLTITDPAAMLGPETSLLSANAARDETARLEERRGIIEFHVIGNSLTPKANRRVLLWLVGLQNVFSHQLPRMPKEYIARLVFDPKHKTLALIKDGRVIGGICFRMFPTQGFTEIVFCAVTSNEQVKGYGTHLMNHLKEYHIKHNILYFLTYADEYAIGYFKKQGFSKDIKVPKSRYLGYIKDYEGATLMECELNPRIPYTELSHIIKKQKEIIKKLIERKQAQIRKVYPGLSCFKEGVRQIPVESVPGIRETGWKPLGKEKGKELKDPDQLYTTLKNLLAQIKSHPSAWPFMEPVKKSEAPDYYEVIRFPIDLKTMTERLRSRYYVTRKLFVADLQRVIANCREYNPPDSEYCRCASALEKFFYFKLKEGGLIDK
#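 Enzyme at 20nM final was mixed with library compounds for 15 min at room temperature. Peptide H3(1-25) at 75uM, acetyl-CoA at 70uM and ThioGlo1 at 50uM were then added. Plates were read immediately and after 20 min (Ex340nm/Em540nm).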
# N370S GC: N370S glucocerebrosidase modulation, Gaucher chaperone candidate; P04062; N370S GC spleen homogenate, 4MU-glucoside fluorescence; Potency, µM (top dose mostly 59.4 µM), for inactives: at the top dose activity change, negative = inhibition, most hits filed as inhibitors; 330,000 compounds, 0.092% hits;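 also: 0% = full enzyme activity and -100% = no enzyme basal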
# FEN1 inhibitor: blocks human flap endonuclease 1; P39748; Recombinant FEN1 flap cleavage, fluorescence, 15 min; Potency, µM (titrated, usually from 114 µM), without a hit: top-dose activity change, negative = inhibition, actives largely listed as inhibitors; 390,000 compounds, 0.35% hits; AID 588795; also: nearly all actives have a fitted effect of over 65% in size
#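 Enzyme 10 nM, 15 min RT preincubation with compound; start with substrate 50 nM final; reads at 0 and 15 min; qHTS titration, four-parameter Hill fit.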
# Numbers without * were called inactive; ? = inconclusive; . = no result given; & = joins results of further samples; [ ] = remark or other dose. Calls follow the shape of the dose curve; as a rule, active = well fitted curve in the direction sought with a large enough effect; inconclusive = small, poorly fitted or top-dose-only effect, or another doubt; inactive = no such curve, though single readings can be large; an effect the other way counts as inactive or inconclusive. Unless noted, % is scaled to controls: 0 for no effect and ±100 for the full control effect; potency is read from the fitted curve at half-maximal effect.
SMILES,GCN5L2 inh,N370S GC,FEN1 inhibitor
Cc1cc(OC(=O)C(c2ccccc2)c2ccccc2)c([N+](=O)[O-])c(=O)[nH]1,-2%,5%,4%
Cc1c(NC(=O)c2cc([N+](=O)[O-])ccc2N2CCOCC2)cccc1-c1nc2ccccc2o1,-2%,.,-5%
Cc1ccccc1Cn1c(SCc2ccc(C(=O)NCCc3ccccc3)cc2)nc2ccncc21,-4%,.,15%
COc1ccccc1C1CC(=O)NC(SCC(=O)Nc2ccccc2)=C1C#N (stereo not drawn),-9%,24%,1%
O=C(Nc1ccc(N2CCCCC2)c(Cl)c1)c1cccnc1,-6%,1%,-7%
Cc1c(C(=O)N2CCN(S(=O)(=O)c3cccs3)CC2)oc2ccc(F)cc12,-5%,.,6%
CCOC(=O)C1CCN(C(=O)Cn2nc(C)n3c(cc4c(OC)cccc43)c2=O)CC1,-7%,.,14%
O=C(COc1ccc(Br)cc1)N/N=C1/SCC(=O)N1Cc1ccccc1,-4%,-7%,-20%
CCN(C(=O)CN1CCN(S(=O)(=O)c2cc(Cl)ccc2Cl)CC1)c1c(N)n(Cc2ccccc2)c(=O)[nH]c1=O,3%,-4%,-1%
Cc1ccc(S(=O)(=O)/N=C2\C=C(Nc3ccc(O)cc3)C(=O)c3ccccc32)cc1,-15%,.,?
COC(=O)C1(Cc2cc(-c3ccccc3)no2)CCN(C(=O)OC(C)(C)C)CC1,?,-3%,-13%
OCCN(CCO)c1ccc(C(c2ccccc2Cl)c2ccc(N(CCO)CCO)cc2Cl)c(Cl)c1,0%,?,10%
CN1CCN(S(=O)(=O)c2cccc(C(=O)Nc3cc(C(N)=O)cc(C(N)=O)c3)c2)CC1,-6%,-6%,-1%
CCOc1ccc(CN2CCN(Cc3cn(CC)nc3C)CC2CCO)cc1 (stereo not drawn),-7%,9%,22%
Brc1ccc(Oc2ncc(CN3CCOCC3)s2)cc1,-2%,2%,7%
Cc1ccccc1Cn1ccc(NC(=O)c2cc3ncc(Br)cn3n2)n1,-6%,6%,-3%
O=C(c1cccc(F)c1)N1CCC[C@@]2(CCN(C(c3ccccc3)c3ccccc3)C2)C1,-8%,-4%,.
CNC(=O)NC(=O)COC(=O)c1n[nH]c2ccccc12,0%,0%,2%
O=C(NNC(=O)c1ccc(Br)s1)NC1CCCCC1,-3%,-13%,8%
COc1ccc2nc(C3CCCCC3)nc(C3CCCCC3)c2c1,-7%,-3%,5%
CCCc1cc(=O)oc2cc(OCC(=O)NCCc3c[nH]c4ccc(OC)cc34)ccc12,2%,-9%,8%
Cc1ccc(NC(=O)C2=CC=CN3CCS(=O)(=O)N=C23)cc1,-8%,.,-8%
COC(=O)c1ccc2c(=O)n(CCCCCC(=O)N3CCN(c4cc(Cl)ccc4C)CC3)c(=O)[nH]c2c1,-6%,.,0%
COc1ccc(C(=O)Nc2nnc(SCc3cc(=O)n4cc(Cl)ccc4n3)s2)cc1,-4%,.,-5%
CC1=CC(=C(c2ccc(N)cc2)c2ccc(N)cc2)C=CC1=N,-15%,.,?

# Full records from above. Values in the order: GCN5L2 inh	N370S GC	FEN1 inhibitor
# Shown for O=C(c1cccc(F)c1)N1CCC[C@@]2(CCN(C(c3ccccc3)c3ccccc3)C2)C1 → -8%	-4%	.
# Shown for O=C(COc1ccc(Br)cc1)N/N=C1/SCC(=O)N1Cc1ccccc1 → -4%	-7%	-20%

# The results go on.
SMILES,GCN5L2 inh,N370S GC,FEN1 inhibitor
Cc1ccc(S(=O)(=O)CCC(=O)OCC(=O)NC2CCS(=O)(=O)C2)cc1 (stereo not drawn),2%,-9%,-3%
O=C(CSc1nc2ccccc2nc1N1CCCC1)Nc1ccc(F)cc1,-7%,-5%,-23%
CCOc1ccc(NC(=O)Cn2c(=O)cc(C)c3c(C)nn(C)c32)cc1,6%,.,-3%
O=C(C[C@@H]1NS(=O)(=O)OC2CCCCC21)c1ccccc1 (stereo partly drawn),-8%,2%,-16%
CCn1nc(C)cc1C(=O)OCC(=O)c1ccc(Cl)cc1,-6%,6%,2%
COc1cc(N2C(=O)c3ccccc3C2=O)c(Cl)cc1C(=O)OCC(=O)N1CCOCC1,-7%,-5%,16%
CCN(C(C)=O)c1cccc2ccccc12,-6%,-10%,3%
COc1ccccc1NC(=O)CSc1nnc(C)n1CC1CCCO1 (stereo not drawn),-16%,13%,-4%
COc1cccc(C2(c3cccc(OC)c3)CC2C(=O)Nc2cccc3ccccc23)c1 (stereo not drawn),32%,3%,12%
CCN(c1ccc(C(=O)CSc2nnc(C3CC3)n2C2CC2)cc1)S(C)(=O)=O,1%,.,-4%
CCN1CCc2c(sc(NC(=O)Cc3ccccc3)c2C(N)=O)C1,3%,21%,-37%
CCOc1ccc(/C=N/Nc2cc(C)nc(N3CCOCC3)n2)cc1,-4%,-8%,-5%
CCCc1ccc(S(=O)(=O)N2CCN(C(C)C(=O)NC3CCCC3)CC2)cc1 (stereo not drawn),5%,9%,7%
O=C1C(=O)N(Cc2ccccc2)C(=O)N1CCOc1ccccc1,-15%,-1%,6%
C=CCn1c(=NC(=O)c2cccc(N3C(=O)CCC3=O)c2)sc2cccc(OC)c21,-8%,-8%,2%
CN(C)c1ccc(-c2nnn(CC(=O)Nc3ccccc3N3CCOCC3)n2)cc1,-10%,0%,-20%
CN1CCN(S(=O)(=O)c2ccc(Br)c3ccccc23)CC1,2%,-8%,12%
CC1CN(Cc2ccc(C#N)cc2Cl)CC(C)O1 (stereo not drawn),-4%,4%,-2%
N#C/C(=C1\CCCN1)c1nc2ccccc2c(=O)[nH]1,-8%,10%,1%
O=C(Nc1ccccc1F)C1CCCN(S(=O)(=O)c2cccc3cccnc23)C1 (stereo not drawn),-6%,-2%,4%
Cc1ccccc1C(=O)N1CCN(c2ccc(NC(=O)c3cccs3)cc2)CC1,-2%,0%,-1%
COc1ccccc1N1CCN(C(=O)CSc2nc(C)c(Cc3ccccc3)c(=O)[nH]2)CC1,0%,-4%,0%
COc1cc(Cl)c(C)cc1NC(=O)Cn1ncc2c1-c1cc(C)ccc1OC2,-5%,.,22%
C=CCNC(=O)c1onc(CSc2ccc(C)c(C)c2)c1C(=O)O,-6%,19%,43%[activator]
C=C(C)Cn1c(SCC(=O)O)nnc1-c1ccc(C(C)(C)C)cc1,0%,15%,-1%

# More structures.
SMILES,GCN5L2 inh,N370S GC,FEN1 inhibitor
N#CCCN(Cc1cccnc1)C(=S)NCc1ccco1,-5%,-9%,17%
CCC1=NN2C(=N)/C(=C\c3ccc(OCCOc4ccccc4)c(OC)c3)C(=O)N=C2S1,1%,0%,.
CCOc1ccc2nc(NC(=O)CSc3cn[nH]n3)sc2c1,-20%,0%,-6%
COCCCNC(=S)N1CCN(Cc2ccc3c(c2)OCO3)CC1,25%,-2%,2%
Cc1ccc(NC(=S)NC(=O)C2CCCC2)c(Br)c1,-6%,.,?
Cc1ccc(C(=O)COC(=O)CCN2C(=O)C3C4CCC(C4)C3C2=O)cc1C (stereo not drawn),-4%,-9%,12%
Cc1ccc(NC(=O)CSc2nc3[nH]c(=O)cc(O)c3s2)c(Br)c1,-13%,.,14%
COc1cc2c(cc1OC)C(Nn1cnnc1)=NC1(CCCC1)C2,1%,-4%,-6%
O=S(=O)(Nc1ccc(Cl)cn1)c1ccc2c(c1)OCCO2,-2%,2%,9%
O=C(Nc1cccc2cccnc12)c1cccnc1,1%,-5%,0%
O=C(O)CN(Cc1ccco1)S(=O)(=O)c1ccccc1,-1%,-1%,6%
Cc1cc(C(=O)NNC(=O)C2CCCC2)c(C)o1,-4%,-7%,2%
N#C/C(=C(/O)COc1ccccc1)c1nnc2n1CCCCC2,-1%,14%,-3%
CC(=O)c1cc(-c2ccccc2)n(CC(=O)Nc2cc(C)cc(C)c2)c1C,4%,9%,-6%
CCn1c(SCC(=O)Nc2cc(C)ccc2C)nnc1-c1cnccn1,-4%,2%,1%
OC(COc1ccccc1)CSc1ncn[nH]1 (stereo not drawn),-6%,3%,6%
CCc1nn(CC(=O)NCc2ccccc2Cl)c(=O)c2cccn12,-3%&-8%,-14%,?
O=C1c2cccc(OCC(=O)N3N=C(c4cccs4)CC3c3ccc(F)cc3)c2CCN1Cc1cccnc1 (stereo not drawn),-15%,-5%,1%
O=C(O)CN1C(=O)CC(Cc2ccc(Cl)cc2)C1=O (stereo not drawn),-2%,-8%,-5%
Cn1cc(CN2CCCC(CNS(=O)(=O)c3cccc4cccnc34)C2)cn1 (stereo not drawn),-6%,-1%,-1%
O=C(NC(=S)NNC(=O)c1cnccn1)c1ccc(F)cc1,-18%,-16%,2%
O=C(CSc1n[nH]c(-c2cccnc2)n1)Nc1ccccc1,4%,-7%,13%
CN(c1ccc(C(=O)Nc2ccc(CC#N)cc2)cc1)S(C)(=O)=O,-2%,-1%,21%
C/C=C/C(=O)N1CC2(CC(c3cccc(NC(=O)CCCCC)c3)=NO2)C[C@H]1C(N)=O (stereo partly drawn),22%,-7%,.
COc1cccc(NC(=O)COC(=O)CNC(=O)C2CCCCC2)c1,3%,.,-12%

# Molecules from the list above with bromine, in the order listed:
SMILES,GCN5L2 inh,N370S GC,FEN1 inhibitor
O=C(COc1ccc(Br)cc1)N/N=C1/SCC(=O)N1Cc1ccccc1,-4%,-7%,-20%
Brc1ccc(Oc2ncc(CN3CCOCC3)s2)cc1,-2%,2%,7%
Cc1ccccc1Cn1ccc(NC(=O)c2cc3ncc(Br)cn3n2)n1,-6%,6%,-3%
O=C(NNC(=O)c1ccc(Br)s1)NC1CCCCC1,-3%,-13%,8%
CN1CCN(S(=O)(=O)c2ccc(Br)c3ccccc23)CC1,2%,-8%,12%
Cc1ccc(NC(=S)NC(=O)C2CCCC2)c(Br)c1,-6%,.,?
Cc1ccc(NC(=O)CSc2nc3[nH]c(=O)cc(O)c3s2)c(Br)c1,-13%,.,14%

# Going on with the list.
SMILES,GCN5L2 inh,N370S GC,FEN1 inhibitor
COc1cccc(C(c2c(O)cc(C)n(Cc3ccco3)c2=O)N2CCC(C)CC2)c1 (stereo not drawn),-4%,.,8%
Cc1onc(-c2c(F)cccc2Cl)c1C(=O)N1C=CC(C(F)(F)Cl)=NCC1,-5%,-9%,-14%
COc1cc(Cn2nnc3ccccc32)cc(Br)c1O,-10%,-2%,-5%
Cc1cc(NS(=O)(=O)c2ccc(NC(=O)c3ccc([N+](=O)[O-])c(Cl)c3)cc2)no1,-12%,-6%,-6%
O=C(CCCC(=O)NC1CCCCC1)Nc1ccc([N+](=O)[O-])cc1,-5%,-2%,-8%
CC(/C=C/c1ccccc1)=N\Nc1nc2c(c(=O)[nH]c(=O)n2C)n1CCO,-12%,-8%,13%
Cc1ccc(N2C(=S)SC3CS(=O)(=O)CC32)cc1 (stereo not drawn),-3%,7%,-4%
Cc1ccc(OC(=O)CSc2nnc(CNC(=O)c3ccccc3)o2)cc1,-2%,.,10%
CCCCOC(=O)C1=C(C)NC(=O)NC1c1ccc(N(C)C)cc1 (stereo not drawn),1%,-3%,-6%
COc1ccc(OC)c(C2NC(=O)NC(C)=C2C(=O)OCc2ccccc2)c1 (stereo not drawn),-10%,-4%,17%
O=C(Nc1ccc(NC(=O)C23CC4CC(CC(C4)C2)C3)cc1)c1cc(F)c(F)cc1Cl,0%,1%,2%
O=C(COc1coc(CN2CCc3ccccc3C2)cc1=O)Nc1cccc(F)c1,-16%,-8%,9%
O=C(Cn1ncc2c3ccccc3n(Cc3ccccc3)c2c1=O)NCc1ccco1,?,-11%,16%
COc1ccc(CC(=O)N2CCC(Nc3nc4ccccc4n3Cc3ccc(F)cc3)CC2)cc1,-6%,2%,-9%
O=C(Cn1c(=O)n(CCc2ccccc2)c(=O)c2c3c(sc21)CCCC3)Nc1ccc(F)c(F)c1,-5%,.,21%
Cc1ccc(CNC(=O)CN(Cc2ccccc2)S(C)(=O)=O)cc1,-5%,-11%,0%
Cc1cc(/C=N/NC(=O)CC2(C)OCCO2)c(C)n1-c1ccc(Cl)c(Cl)c1,-7%,-10%,-3%
Cc1ccc(S(=O)(=O)NC2CC2)cc1[N+](=O)[O-],-11%,-12%,-18%
CNc1ccccc1C(C)(C)c1ccn[nH]1,-4%,6%,-2%
COC(=O)c1cn(CC(=O)Nc2ccccc2C)c2ccccc12,1%,3%,0%
c1cncc(-c2nc(NCCCN3CCOCC3)c3c4c(sc3n2)CCC4)c1,-12%,0%,?
Cc1oc2c(O)c(O)ccc2c(=O)c1-c1cnn(-c2ccccc2)c1,-1%,7%,11%
N#Cc1c(NC(=O)CSc2nc(-c3ccco3)cc(C(F)(F)F)n2)sc2c1CCCC2,-10%,11%,-4%
CCCn1c(Nc2ccc(Cl)cc2)nc2ccccc21,-4%,5%,-6%
Cc1ccc(/C=C2\SC(=S)N(/N=C/c3cc([N+](=O)[O-])ccc3O)C2=O)o1,?,1%,50µM*

# High-throughput results: PubChem, National Center for Advancing Translational Sciences (NCATS)
